G9a inh: inhibitors of human histone lysine methyltransferase G9a; Potency, µM (top dose mostly 102 µM), for the others: at the highest dose activity, negative = inhibition, most hits filed as inhibitors; G9a H3K9 monomethylation, AlphaScreen, 2 h; Q96KQ7; 8.8% of 350,000 active; AID 504332; further: potency means the concentration at half of the fitted maximal effect; on the % scale 0 is the no-effect control and ±100 the full control effect; nearly all actives have a fitted effect of over 75% in size
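Chemiluminescent proximity detection of H3K9 monomethylation, read after 10 min bead incubation in the dark. Reaction: 20 nM G9a, 500 nM biotin-H3K9 peptide, 20 uM SAM cofactor, 2 h, room temperature, following 15 min enzyme-compound preincubation.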
BAZ2B inh: inhibitors of human BAZ2B bromodomain; AlphaScreen BAZ2B-H3K14Ac peptide displacement; Potency, µM (highest dose often 114 µM), for inactives: top-dose activity change, negative = inhibition, most hits filed as inhibitors; 4.4% of 360,000 active; AID 504333; further: potency means the concentration at half of the fitted maximal effect; on the % scale 0 is the no-effect control and ±100 the full control effect; nearly all actives have a fitted effect of over 60% in size
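Compounds, titrated to a top concentration of 110 uM, were incubated 30 min at room temperature with preformed BAZ2B/acetyl-K14 H3 peptide complex (50 nM each). Proximity signal was measured by AlphaScreen after 20 min with beads.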
RGS4 inhibitor: inhibitors of human regulator of G protein signaling 4; P49798; Transcreener GDP fluorescence polarization, RGS4-accelerated GTP hydrolysis; Potency, µM (highest dose often 114 µM), inactives show top-dose activity change, negative = inhibition, hits mostly inhibitors; 0.039% of 390,000 active; AID 504845; further: potency means the concentration at half of the fitted maximal effect; on the % scale 0 is the no-effect control and ±100 the full control effect; nearly all actives have a fitted effect of over 75% in size; some results filed as inactive show a strong effect at the top dose
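MLSMR compounds (23 nl, pin-transferred) preincubated 10 min at room temperature with a 500nM (2x) first reagent, then RGS4 at 900nM (2x) plus Transcreener GDP mix added; fluorescence polarization (620/688 nm) read before and after 90 min at 30 °C.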
HP1b chromo inh: HP1-beta chromodomain-methylated histone interaction inhibition. Potency, µM (highest dose often 114 µM), inactives show top-dose activity change, negative = inhibition, actives largely listed as inhibitors. P83916. 0.56% of 390,000 active. AlphaScreen HP1-beta / biotin-H3K9me3 peptide binding; further: potency means the concentration at half of the fitted maximal effect; nearly all actives have a fitted effect of over 70% in size; inactives centre near 23
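Compound inhibition of the preformed complex between 50 nM HP1-beta and 50 nM biotinylated H3K9me3 peptide was read by AlphaScreen. Buffer was PBS pH 7.4 with 0.01% Tween-20. Incubations ran 30 min at room temperature, with 10 ug/mL donor/acceptor beads.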
ERG Ets-DNA blk: inhibitors of human ERG Ets domain-DNA interaction. P11308. fluorescence polarization, His-ERG Ets domain / labelled DNA. Potency, µM (titrated, usually from 76.9 µM), for inactives: at the highest dose FP activity, negative = inhibition, usual class: inhibitors. 0.028% of 370,000 active. AID 624246; active means well fitted inhibition curve with a large enough effect in the polarisation, with a control signal flat; inconclusive means small, poorly fitted or top-dose-only effect, or effect the other way, or a change in a side signal; inactive means no such curve, though single readings can be large or run the other way; the % refers to the polarisation;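 further: polarization taken with two DNA probes labelled with fluorescein and Texas red; potency means the concentration at half of the fitted maximal effect; % of control where 0% means no effect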
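His-tagged ERG Ets domain (1 uM in the protein solution; 300mM KCl, 50mM Tris-HCl, 1mM EDTA, 1mM DTT, pH 7.5) received compound, then a probe mix of 5 nM fluorescein-DNA and 100nM Texas-615-DNA. Fluorescence polarization was read for both dyes.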
ALOX12 inh: inhibitors of human 12S-lipoxygenase ALOX12; purified 12hLO, xylenol orange hydroperoxide absorbance; Potency, µM (top dose mostly 108 µM), for inactives: at the highest dose activity change, negative = inhibition, actives largely listed as inhibitors; 1.1% of 580,000 active; AID 1671190; further: potency means the concentration at half of the fitted maximal effect; on the % scale 0 is the no-effect control and ±100 the full control effect
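Purified human 12hLO at 150 nM in 25 mM Hepes, 0.01% Triton X-100, pH 7.0, preincubated 15 min at room temperature with compound. Reaction started with 40 uM arachidonic acid, 30 min at room temperature. Hydroperoxide measured by Fe-xylenol orange, 573/405 nm absorbance ratio.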
PI4K2A block: PI4K2A (human) kinase inhibition; Q9BTU6; purified PI4K2A, ADP-Glo luminescence, 1 h; stronger effect = lower value; activity change, negative = inhibition, % at 76.9 µM; 0.13% of 420,000 active; AID 1346378; in the data active means activity change below about -50%; inconclusive means mostly about -30% to -49%;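 further: -100% = wells without enzyme as full effect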
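In this quantitative HTS, ADP production by PI4K2A was quantified luminescently after 1 h at ambient temperature; 100 microM adenosine served as plate-quality control.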
JMJD2A Tudor: blocks the human JMJD2A Tudor domain; O75164; AlphaScreen JMJD2A-Tudor / H3K4me3 peptide binding; Potency, µM (series often up to 114 µM), for the others: at the highest dose activity change, negative = inhibition, hits mostly inhibitors; 4.4% of 390,000 active; further: potency means the concentration at half of the fitted maximal effect; on the % scale 0 is the no-effect control and ±100 the full control effect; nearly all actives have a fitted effect of over 50% in size
Target sequence (O75164 whole entry, looked up, the tested form may be a part): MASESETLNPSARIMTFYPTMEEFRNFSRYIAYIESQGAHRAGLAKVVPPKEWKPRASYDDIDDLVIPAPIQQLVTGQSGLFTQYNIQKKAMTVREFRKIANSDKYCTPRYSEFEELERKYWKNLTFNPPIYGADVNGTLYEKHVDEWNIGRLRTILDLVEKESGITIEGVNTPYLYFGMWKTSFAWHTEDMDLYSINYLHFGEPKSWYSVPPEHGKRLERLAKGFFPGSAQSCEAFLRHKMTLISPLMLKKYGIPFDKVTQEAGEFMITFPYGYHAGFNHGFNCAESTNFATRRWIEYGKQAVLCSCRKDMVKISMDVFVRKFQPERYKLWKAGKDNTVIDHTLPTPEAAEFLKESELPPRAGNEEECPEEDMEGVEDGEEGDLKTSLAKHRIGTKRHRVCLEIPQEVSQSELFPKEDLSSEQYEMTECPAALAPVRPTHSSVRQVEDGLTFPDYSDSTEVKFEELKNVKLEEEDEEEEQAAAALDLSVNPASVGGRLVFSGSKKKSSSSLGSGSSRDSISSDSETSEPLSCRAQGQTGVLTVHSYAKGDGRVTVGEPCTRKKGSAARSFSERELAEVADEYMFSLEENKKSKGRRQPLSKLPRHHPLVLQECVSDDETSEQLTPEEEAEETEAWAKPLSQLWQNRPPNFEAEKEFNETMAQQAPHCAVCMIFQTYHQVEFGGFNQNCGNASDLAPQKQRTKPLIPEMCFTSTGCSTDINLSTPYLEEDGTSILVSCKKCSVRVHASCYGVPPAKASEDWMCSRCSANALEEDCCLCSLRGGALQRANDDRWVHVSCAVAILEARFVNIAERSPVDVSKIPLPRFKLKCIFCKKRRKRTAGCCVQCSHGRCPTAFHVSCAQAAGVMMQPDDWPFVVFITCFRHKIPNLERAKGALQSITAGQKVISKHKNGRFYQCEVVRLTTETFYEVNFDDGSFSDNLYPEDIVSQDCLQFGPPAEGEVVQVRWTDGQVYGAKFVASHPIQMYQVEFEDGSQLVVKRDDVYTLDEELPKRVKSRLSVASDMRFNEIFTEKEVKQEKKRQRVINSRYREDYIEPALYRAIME
GLS inhibitor: inhibitors of human glutaminase (GLS) | 0.21% of 410,000 active | Potency, µM (top dose mostly 45.5 µM), inactives show top-dose activity change, negative = inhibition, most hits filed as inhibitors | GLS enzymatic activity, qHTS titration | O94925; further: potency means the concentration at half of the fitted maximal effect; on the % scale 0 is the no-effect control and ±100 the full control effect
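hKGA in 45 mM KH2PO4 pH 8.2, 0.02% Tween-20 with pin-transferred compounds; 1 mM L-glutamine (stock) plus glutamate oxidase/HRP/Amplex Red coupling added. Fluorescence read initially and after 30 min at RT.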
* marks the source's active call; other numbers are inactive results; i = inactive; ? = inconclusive; nt = no result given; & = joins results of further samples; [ ] = dose if it differs, or a comment. Unless noted, the call rests on the fitted dose curve; in most records, active means well fitted curve in the direction sought with a large enough effect; inconclusive means small, poorly fitted or top-dose-only effect, or another doubt; inactive means no such curve, though single readings can be large; an effect the other way counts as inactive or inconclusive. A portion of the library. The share of hits here may be higher or lower than overall.

SMILES	G9a inh	BAZ2B inh	RGS4 inhibitor	HP1b chromo inh	ERG Ets-DNA blk	ALOX12 inh	PI4K2A block	JMJD2A Tudor	GLS inhibitor
CCOc1ccc(CCNC(=O)C2CCN(S(=O)(=O)c3ccc(C)cc3)CC2)cc1OCC	0%[12.7 µM]	-7%	23%	3%	4%	-13%	9	-19%	8%
Cc1ccccc1SCC(=O)Nc1cccc(C#N)c1	-8%	0%	-36%	79%[activator]	2%	0%	9	17%	-1%
COc1ccc(NC(=O)C2CCC(CNS(=O)(=O)c3ccc4c(c3)C(C)(C)C(=O)N4C)CC2)cc1 (stereo not drawn)	1%[59 µM]	-4%	-11%	28%	-9%	-23%	2	-1%	-1%
CC(=O)Nc1ccc(OCC(=O)c2ccc(C)cc2C)cc1	5%[59 µM]	-34%	-4%	1%	2%	-5%	0	-8%	0%
Cc1c(O)c(CN(C)C)cc2c1oc(=O)c1ccccc12	?	-5%	-21%	0%	4%	-13%	17	-10%	2%
CCCn1nnc(NC(=S)NC(=O)Cc2ccccc2)n1	32µM*	-1%	-14%	22%	-6%	?	-3	-1%	-2%
CCc1cccc(CC)c1NC(=O)CN1C2CCCC1CC(NC(=O)Nc1cccc(OC)c1)C2 (stereo not drawn)	2%	-20%	7%	5%	-4%	2%	-28	-26%	-5%
O=C(NCc1ccc(F)cc1)C1CCCN(S(=O)(=O)c2cccc3nsnc23)C1 (stereo not drawn)	0%	8%	9%	11%	1%	25%	9	-6%	0%
Cc1n[nH]c2c([N+](=O)[O-])c(=O)[nH]c(=O)n12	nt	nt	20%	8%	nt	-6%	2	?	5%
Cc1cc(C)n(CC(=O)Nc2ccccc2)n1	5%[0.0925 µM]	7%	-16%[56.9 µM]	?	4%	-5%	4	?	21%
CCC(CO)N=CC1=C(O)CC(c2ccccc2)CC1=O (stereo not drawn)	-1%	-2%	26%	10%	5%	8%	-1	-5%	5%
CCSc1nnc([C@H](Cc2c[nH]c3ccccc23)NC(=O)OC(C)(C)C)o1	-41%[59 µM]	-31%	-21%	-9%	5%	0%	1	-33%	-1%
COc1ccc(C(=O)COC(=O)Cn2cnc3c2c(=O)n(C)c(=O)n3C)c(OC)c1	-1%	-3%	-8%	21%	-8%	i	0	-13%	?
O=C(CC(c1ccccc1)c1ccco1)N1CCOCC1 (stereo not drawn)	?	-1%	-16%	46%[activator]	2%	3%	-1	4%	10%
O=C(N/N=C/C1CC=CCC1)c1cc2ccccc2cc1O (stereo not drawn)	?	0%	-14%	8%	12%	-6%	5	-31%	-22%
N#Cc1ccc(C23CC4(C2)[C@H](CN(Cc2ccc(-c5ccccc5)cc2)[C@@H]4c2ccccc2)C3c2ccc(C(F)(F)F)cc2)cc1 (stereo partly drawn)	?	-1%	5%	63%[activator]	13%	-18%	2	-10%	4%
O=C1CCc2cc(S(=O)(=O)NCCCC(=O)N3CCN(Cc4ccc5c(c4)OCO5)CC3)ccc2N1	-6%	-3%	11%[56.9 µM]	9%	11%	2%	-1	-17%	2%
O=C(c1ccc(Cl)cc1)c1cnc(Nc2ccccc2)s1	10%[12.7 µM]	5%	23%	24%	-8%	-6%	-7	-11%	15%
O=C(Nc1ccccc1)c1nc[nH]c1C(=O)NCCNC(=O)c1[nH]cnc1C(=O)Nc1ccccc1	nt	nt	-44%	46%[activator]	7%	-4%	-3	-17%	-3%
O=C(Nc1ccc(Nc2ccccc2)cc1)c1ccccc1F	nt	?	16%	2%	3%	128%[activator]	2	?	7%
COc1ccc(-c2noc(C3CCCN(S(=O)(=O)c4cccc(Cl)c4C)C3)n2)cc1OC (stereo not drawn)	18%[59 µM]	13%	4%	18%	-5%	-5%	-3	-18%	-2%
O=C(COC(=O)C1COc2ccccc2O1)NC(=O)NC1CCCCC1 (stereo not drawn)	-41%[59 µM]	0%	7%	22%	2%	?	0	-17%	-6%
CC(C)(C)S(=O)(=O)c1ccccc1C(=O)O	0%	-6%	-15%	24%	-1%	?	-7	-22%	3%
CCCn1c(-c2nonc2N)nc2ccccc21	2%[59 µM]	10%	18%[11.4 µM]	35%	-2%	0%	3	14%[57.1 µM]	10%
CC(=O)Nc1ccc(-c2nnc(SCc3ccc(C)cc3)n2C)cc1	5µM*	4%	-5%	30%	-4%	?	-2	-11%	8%
Cc1ccc2nc(NCCc3ccc(Cl)cc3)c3nncn3c2c1	-2%	0%&6%	26%&13%	15%&11%	1%&2%	1%	0&-1	-14%&-12%	0%&-1%
Cn1cccc1/C=N/n1c(-c2ccc(C(C)(C)C)cc2)n[nH]c1=S	7.9µM*	45µM*	-19%	50µM*	-5%	25µM*	-4	50µM*	?
Cc1cc(=O)cc(C)n1-c1ccc(O)cc1	17%[59 µM]	3%	8%	35%	-5%	0%	-6	-15%	-2%
O=C(/C=C/Nc1ccc([N+](=O)[O-])cc1)c1ccc(Br)cc1	5%[59 µM]	-29%	-9%	21%	-10%	?	2	-14%	4%
CN1CCN(c2ccc([N+](=O)[O-])cc2NC(=O)c2ccco2)CC1	13%	-3%	2%	20%	-12%	428%[activator]	0	-14%	3%
N#CC[C@H](c1ccccc1)N1CCN(Cc2ccccc2)CCC1=O	14%	-9%	-4%	43%[activator]	1%	16%	0	-13%	5%
CC(=O)c1cccc(CN2CCCCC2C(=O)Nc2ccc(Oc3ccccc3)nc2)c1 (stereo not drawn)	51%[activator]	6%	-38%	35%	-1%	0%	3	-17%	0%
CC1CCCC(C)N1C(=O)COC(=O)c1nn(C)c(=O)c2ccccc12 (stereo not drawn)	21%	-4%	-2%	29%	14%	-20%	0	-3%	6%
COc1ccc(-c2nc3c(c(=O)[nH]c(=O)n3Cc3ccccc3)n2Cc2ccccc2)cc1	-2%[59 µM]	?	-9%	-4%	-3%	0%	-4	-25%	0%
COc1ccc(Cc2noc(CN(C)C3CC(C)(C)NC(C)(C)C3)n2)cc1OC	8%	-3%	0%	24%	0%	-6%	4	-22%	-3%
O=C(CCl)NCCCCCCCCCNC(=O)CCl	?	8%	0%	40%[activator]	-1%	-9%	0	5%	9%
CCC(=O)NC(=S)Nc1ccc2oc(-c3ccc(OC)cc3)nc2c1	nt	-2%	-8%	7%	1%	-7%	3	-3%	9%
CCc1ccc(NC(=O)Nc2nnc(N(C)C3CCCCC3)s2)cc1	-25%[59 µM]	-20%	-5%	-6%	-3%	-22%	-1	-25%	-15%
CCOc1ccc(CCNC(=O)c2cnc3sc(N4CCCCCC4)nn3c2=O)cc1	2%[59 µM]	-14%	18%	-18%	-3%	-12%	-2	-20%	-7%
COC(=O)c1c(NC(=O)C2c3ccccc3Oc3ccccc32)sc(C)c1C	8%[12.7 µM]	9%	-2%	50%[activator]	-2%	7%	3	-11%	5%
CCOC(=O)c1cnc2nc(C)[nH]n2c1=O	?	-28%	29%	19%	-1%	?	7	-29%	5%
Cc1cc(C)nc(N(C#N)CC(=O)N2CCC(C(N)=O)CC2)n1	13%[59 µM]	5%	-14%	42%[activator]	4%	0%	0	-12%	-2%
CCCCNc1nc2c(-c3cccc(Br)c3)nnn2c2ccccc12	-2%[59 µM]	0%	-2%	70%[activator]	-4%	-18%	-4	-2%	-5%
N#Cc1ccc(CNc2cnccn2)cc1	43%[12.7 µM]	-6%	0%	16%	-3%	14%	2	-15%	0%
CCC(=O)Nc1cccc(C2=NOC3(C2)C[C@@H](C(N)=O)N(C(=O)c2cc([N+](=O)[O-])cc([N+](=O)[O-])c2)C3)c1 (stereo partly drawn)	11%[59 µM]	-21%	-4%	22%	0%	?	-2	-15%	0%
COc1ccc(OC)c(/C=C2\SC(N3CCCC(C)C3)=NC2=O)c1 (stereo not drawn)	28µM*	-4%	-23%	46%[activator]	7%	?	5	8%	15%
Cc1ccc(-c2nc3c(c(=O)c4ccccc4n3C)c(=O)n2-c2ccc(F)cc2)cc1	45%[59 µM]	0%	-10%	34%	-2%	423%[activator]	9	-11%	-3%
COCCn1c(C)cc(C(=O)COC(=O)/C=C/c2cccc(OC)c2)c1C	45µM*	?	-53%	-7%	3%	-11%	-1	-16%[57.1 µM]	-7%
CC(C)N(Cc1nnc(-c2ccc(Cl)cc2)o1)C(=O)C1=COCCO1	-2%	5%	-8%	36%	-6%	-2%	5	4%	-4%
Cc1cc(NC(=O)CSc2ccc3nnc(-c4cccnc4)n3n2)no1	?	-1%	0%	39%	2%	1%	2	-19%	-16%
c1ccc(CN=C(NCc2ccccc2)NCc2ccccc2)cc1	nt	nt	14%	9%[57 µM]	3%	-16%	2	-14%	-20%
CC(C)(C)C(=O)O/N=C(\N)COc1cccc(Cl)c1	13%[59 µM]	5%	-7%	29%	-1%	80%[activator]	0	-1%	-10%

Filtered by structure, the entries above with a furan ring, fused or not.
SMILES	G9a inh	BAZ2B inh	RGS4 inhibitor	HP1b chromo inh	ERG Ets-DNA blk	ALOX12 inh	PI4K2A block	JMJD2A Tudor	GLS inhibitor
O=C(CC(c1ccccc1)c1ccco1)N1CCOCC1 (stereo not drawn)	?	-1%	-16%	46%[activator]	2%	3%	-1	4%	10%
CN1CCN(c2ccc([N+](=O)[O-])cc2NC(=O)c2ccco2)CC1	13%	-3%	2%	20%	-12%	428%[activator]	0	-14%	3%

Source: PubChem BioAssay (National Center for Advancing Translational Sciences (NCATS))
